Cardiac RTF inh: cardiac RTF calcium desensitization. 340,000 compounds, 0.12% hits. inhibition, % at 7.15 µM. IANBD-labeled cardiac RTF, Ca2+ fluorescence. P19429+P45379;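 active = inhibition above the mean inhibition of all tested compounds plus 3 SD, cut at about 17% in these data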;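 also: assay run at fixed EC70 calcium of 1.6 mM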
PKA-R2B activ: activators of human PKA-R2B complex; P22694+P31323; PKA-R2B holoenzyme dissociation, Cy5-IP20 fluorescence polarization; R2B truncated from residue 108, S112A mutant; 0% DMSO only, 100% 113 µM cGMP; activation, % at 11.4 µM; 340,000 compounds, 0.079% hits; AID 504700;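 active = activation above a cutoff set at the mean over all compounds plus 3 SD, cut at about 18% in these data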;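 also: higher means more holoenzyme dissociation and a rise in polarization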
SR-BI DiI-HDL act: enhances SR-BI lipid uptake from DiI-HDL; CHO ldlA[mSR-BI] cells, DiI-HDL uptake fluorescence, 3 h; 100 = double the neutral-control signal; activation, % at 12.5 µM; 320,000 compounds, 0.096% hits;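 active = mean replicate activation of at least 60% and every replicate at or above 60%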;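 also: 0% = median plate neutral-control signal and 100% = twice that signal; values of inactives mirror those of a sister screen read the other way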
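Material: SR-BI-overexpressing, LDLR-lacking CHO cells | Dosing: Single compound concentration, delivered by pin transfer | Probe or stimulus: Labelled HDL, 10 µg/mL | Signal: Bottom-read cell fluorescence after medium removal, ex 550/em 595 nm | Schedule: 3 h, 37 °C | Evaluation: HDL uptake via cellular fluorescence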
DAGLB inhibitor: diacylglycerol lipase beta (human) inhibition; HEK293T DAGLB membrane lysate, EnzChek fluorogenic substrate; 340,000 compounds, 0.059% hits; inhibition, % at 5.17 µM; Q8NCG7; in the data active = inhibition above about 34%;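 also: 0% = enzyme with vehicle and 100% = wells lacking enzyme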
SR-BI HDL uptake: mouse SR-BI HDL lipid transfer inhibition; Q61009; 320,000 compounds, 0.96% hits; AID 488896; ldlA[mSR-BI] CHO cells, DiI-HDL uptake fluorescence, 3 h; inhibition, % at 12.5 µM;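 active = mean replicate inhibition of at least 70% and a set share of replicates each scoring 70 or more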;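 also: 0% = median of neutral control wells and 100% = median of positive control wells; values of inactives mirror those of a sister screen read the other way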
Keap1-Nrf2 PPI: disrupts human Keap1 binding to Nrf2 peptide. inhibition, % at 9.4 µM. Keap1 Kelch-Nrf2 peptide fluorescence polarization, 1536-well. 340,000 compounds, 0.15% hits; in the data active = inhibition above about 12%;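 also: human Keap1 Kelch domain with fluorescein labeled Nrf2 9mer peptide probe; 0% = neutral control wells and 100% = peptide positive control; higher means more block of Keap1 binding to Nrf2 peptide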
PvdQ inh: blocks Pseudomonas aeruginosa PvdQ acylase activity. 340,000 compounds, 0.063% hits. purified PvdQ acylase, fluorescence plate reader. inhibition, % at 10 µM; in the data active = inhibition above about 30%, passing the limit was not always enough;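 also: 0% = vehicle neutral wells and 100% = reference inhibitor wells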
Arr AP2 block: blocks beta-arrestin peptide binding to AP2 adaptin; FITC-arrestin peptide / GST-AP2 beads, flow cytometry; AP2 beta2 appendage carries R879A mutation; inhibition, % at 10 µM; 340,000 compounds, 0.31% hits;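 active = inhibition above a set limit, near 3 SD of compounds lacking own fluorescence, cut at about 54% in these data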;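 also: plate controls were DMSO wells for no effect and 5 µM unlabelled arrestin peptide for full effect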
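System: GST-AP2 R879A glutathione beads. Medium: PBS with 0.05% Tween 20 and 0.1% BSA. Also added: FITC-arrestin peptide, 50 nM. Incubation: 12 min plus 1 h, RT. Measured by: high-throughput flow cytometry of beads, ex 488, em 535 nm. Evaluation: percent drop in bead-associated FITC signal.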
NSD2 HMT inh: NSD2 (human) methyltransferase inhibition. NSD2 peptide methylation, AlphaScreen, 120 min. inhibition, % at 12.5 µM. 310,000 compounds, 0.54% hits. AID 743445; in the data active = inhibition above about 50%
C-LANA FP: blocks KSHV LANA C-terminal domain binding to DNA; MBP-C-LANA/FAM-LBS DNA binding, fluorescence polarization; inhibition, % at 9 µM; 340,000 compounds, 0.078% hits; AID 504423;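 active = highest replicate inhibition at or above 60% at 9 µM, even if other replicates fall short; inactive = all replicates below 60% inhibition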;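 also: 0% = neutral control wells and 100% = 4 µM acridine orange control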
Numbers without * were called inactive; / = no result given.

SMILES	Cardiac RTF inh	PKA-R2B activ	SR-BI DiI-HDL act	DAGLB inhibitor	SR-BI HDL uptake	Keap1-Nrf2 PPI	PvdQ inh	Arr AP2 block	NSD2 HMT inh	C-LANA FP
Cc1[nH]c2ccccc2c1C(=O)CNc1nccs1	-3.0	-1.2	/	2.1	/	-2.6	-9.5	-5.3	-3.8	-1.0
CC(C)c1ccccc1NC(=O)COC(=O)/C=C/c1cccc([N+](=O)[O-])c1	-1.1	-2.8	-3.6	-1.6	3.6	0.2	-13.3	2.2	-1.2	0.3
Cc1ccc(CC(=O)NCC(c2ccco2)N(C)C)cc1C (centres undefined)	2.3	-10.6	7.6	4.4	-7.6	2.7	0.1	-0.3	-1.2	0.9
Cc1ccc(P(=O)(CC(=O)O)c2ccc(C)cc2)cc1	-9.9	1.5	12.9	2.3	-12.9	4.5	-9.9	-4.5	-0.6	-0.1
COC(=O)CCNC(=O)c1ccc2nc(Cc3ccc(OC)cc3)oc2c1	-4.7	-14.4	5.8	0.8	-5.8	-7.7	-11.2	1.9	2.9	-1.3
COc1ccc(/C(O)=C/C(=O)C(=O)Nc2c(C)n(C)n(-c3ccccc3)c2=O)cc1	0.7	0.9	11.1	1.1	-11.1	-3.5	-5.9	0.0	0.0	-0.3
Cn1nc(C(F)(F)F)c2cc(C(=O)NC3CC3)sc21	-0.2	-5.3	-6.8	1.5	6.8	-8.5	-28.3	-13.7	3.2	0.1
Cc1cc[n+](-c2[nH]c(=O)sc2/C=N/NC(=O)c2ccccc2[O-])cc1C	-7.1	3.1	19.4	0.9	-19.4	0.7	-4.1	5.7	-3.0	1.3
O=C(CSCc1ccc([N+](=O)[O-])cc1)NCCSCc1ccccc1	-6.3	-2.9	-3.2	0.6	3.2	-2.8	-8.8	6.2	2.8	-0.5
COc1ccc(NC(=O)CS(=O)CC(=O)N2CCN(C3CCCC3)CC2)cc1 (centres undefined)	-11.9	2.4	/	-4.5	/	-1.8	1.2	6.5	-0.6	2.5
CC1=[N+]([O-])C(C)(C)C(c2ccc(Br)cc2)=[N+]1[O-]	-2.4	1.4	16.2	-2.9	-16.2	1.8	4.6	11.8	-1.5	-1.3
CC(C)N(C(=O)Cn1c(Cl)nc2ccccc21)C(C)C	-5.6	7.5	19.2	0.3	-19.2	-1.8	-16.5	-10.5	-3.5	-1.8
c1coc(Cn2nnnc2CN2CCN(C3CCCCC3)CC2)c1	-2.1	-15.0	15.9	-2.6	-15.9	5.2	-8.4	-4.1	1.8	0.7
O=C(C1CCC(Cn2c(=S)[nH]c3ccccc3c2=O)CC1)N1CCOCC1 (centres undefined)	-8.8	-4.8	-2.7	-2.0	2.7	1.9	1.3	24.3	6.6	0.7
CC1(C)NC(=O)N(CC(O)CN(c2ccccc2)S(=O)(=O)c2ccc([N+](=O)[O-])cc2)C1=O (centres undefined)	0.8	-8.3	/	-2.3	9.1	-2.4	-3.3	31.7	0.0	1.2
NS(=O)(=O)c1ccc(CNC(=O)c2cccc(Oc3ccccc3)c2)cc1	0.6	-10.6	/	-1.8	/	-0.4	-5.2	10.4	1.3	-1.1
Cc1ccc(CSCC(=O)NCc2ccc(F)cc2)cc1	10.6	8.3	21.4	0.2	-21.4	2.0	-4.8	-6.4	-1.2	-1.5
O=C(Cn1ncc2c3ccccc3n(Cc3ccccc3F)c2c1=O)NCCN1CCOCC1	1.1	-2.8	13.9	0.7	-13.9	0.2	-3.4	0.3	-6.5	1.0
COCCN(Cc1ccccc1)C(=S)Nc1ccc(Cl)cc1	11.9	1.4	-50.0	-5.7	50.0	-2.9	-4.8	15.1	-1.8	-0.4
O=C(c1c(F)cccc1F)N1CCC(O)(c2cccnc2)CC1	-1.6	5.3	11.1	2.1	-11.1	1.7	-11.9	-0.6	0.7	-0.4

Overlap with the part before: 2 compounds; new compounds follow.
SMILES	Cardiac RTF inh	PKA-R2B activ	SR-BI DiI-HDL act	DAGLB inhibitor	SR-BI HDL uptake	Keap1-Nrf2 PPI	PvdQ inh	Arr AP2 block	NSD2 HMT inh	C-LANA FP
COCCN(Cc1ccccc1)C(=S)Nc1ccc(Cl)cc1	11.9	1.4	-50.0	-5.7	50.0	-2.9	-4.8	15.1	-1.8	-0.4
O=C(c1c(F)cccc1F)N1CCC(O)(c2cccnc2)CC1	-1.6	5.3	11.1	2.1	-11.1	1.7	-11.9	-0.6	0.7	-0.4
COc1cc(OC)cc(C(=O)NN(CCC#N)C2=NS(=O)(=O)c3ccccc32)c1	-3.8	-3.2	-8.7	-3.0	8.7	-7.5	-1.5	26.2	-8.9	0.8
O=C(c1c[nH]c2ccccc2c1=O)N1CCCCCC1	2.8	1.6	0.4	-3.0	-0.4	3.8	-6.9	5.8	-2.3	-0.3
COc1ccc(-c2nc3ncccc3n2O)cc1	-2.6	0.4	-2.0	2.1	2.0	-3.3	2.1	-10.6	0.0	40.3
CCN(CCn1cccn1)C(=O)c1cc(COc2c(F)cccc2F)on1	0.5	-0.6	-1.9	0.1	1.9	-2.2	5.2	6.0	-18.2	0.4
CCOC(=O)c1nnn(-c2nonc2N)c1CSc1ccc(C)cc1	-11.0	1.1	-11.1	-3.9	11.1	1.1	1.5	-3.4	-0.9	-0.1
Cc1ccc(-c2noc(-c3ccccc3C(=O)N3CCOCC3)n2)cc1	-8.2	0.1	-10.4	0.5	10.4	0.6	5.3	19.5	20.0	-0.2
CN(Cc1ccccc1)S(=O)(=O)c1cccc2nsnc12	-2.5	-6.3	-2.5	-4.4	2.5	-4.0	-0.3	28.8	6.4	1.7
CC(C)NCC(=O)C12CC3CC(CC(C3)C1)C2	5.2	13.6	-15.5	0.7	15.5	-2.6	-9.9	-14.1	43.3	0.0
CCC(C)NS(=O)(=O)c1ccc(OCC(=O)NCC2CCCO2)cc1 (centres undefined)	-1.0	-5.0	21.8	2.4	-21.7	3.2	-1.1	12.3	/	0.8
O=C(NC(Cc1ccccc1)C(=O)N1CCCC1C(=O)O)c1ccccc1 (centres undefined)	4.0	-3.1	-6.7	-0.4	6.7	1.2	-14.8	16.6	0.7	-0.8
CC(C)(C)n1nnnc1C(c1cccc(C#N)c1)N1CCC(Cc2ccccc2)CC1 (centres undefined)	0.5	-2.2	3.7	-2.5	-3.7	-3.2	-3.2	-7.2	-2.1	-0.3
Cc1ccc(NS(=O)(=O)c2cccc3nsnc23)cc1C	-10.3	-3.5	4.6	-1.9	-4.6	0.3	0.7	36.7	8.0	-0.1
O=S(=O)(Oc1ccccc1-c1ccccc1)c1ccccc1	-2.8	-7.2	-14.6	-7.1	14.6	-2.9	6.1	9.2	-3.5	1.5
CCOC(=O)/C(C#N)=C1\CCCN1CC(N)=S	3.4	-0.2	11.8	3.7	-11.8	1.0	-0.6	/	-3.0	0.6
O=C(CCn1nnc2ccccc21)N1CCC(O)(c2cccc(F)c2)CC1	-3.8	-4.2	7.4	1.4	-7.4	1.9	-0.3	21.0	4.5	-1.6
CCN1CCN(CC(=O)Nc2ccc(OC(F)(F)F)cc2)CC1	-9.3	-10.9	-7.3	2.2	7.3	3.1	-7.1	7.6	3.1	0.3
CN(C1=C(N2CCCCC2)C(=O)c2ccccc2C1=O)c1ccccc1	-3.9	-0.3	-3.7	37.9*	3.7	1.1	-3.7	12.2	-0.1	1.9
Cc1nnc(Cl)c2nn(-c3ccccc3F)c(C)c12	-2.2	0.4	4.1	-1.8	-4.1	0.7	-15.5	-7.1	-2.2	2.4
O=C(O)c1cccc2c1C(=O)N(Cc1ccncc1)C2	-9.7	-4.0	-27.3	3.0	27.3	-3.3	-4.7	-6.0	-0.3	-1.9
COc1ccc(OC)c(C2/C(=C(/O)c3ccccc3)C(=O)C(=O)N2Cc2ccco2)c1 (centres undefined)	-4.3	-6.2	18.6	-0.3	-18.6	-4.1	-0.5	27.0	0.2	0.1
CCOc1cc(C(=O)O/N=C(\N)c2ccc([N+](=O)[O-])cc2)cc(OCC)c1OCC	0.1	-8.1	/	-3.1	/	-3.0	3.2	10.7	0.7	-1.2
CCCCNCCCOc1cccc(Cl)c1Cl	-4.1	-1.4	5.0	1.0	-5.0	4.3	-8.7	-0.2	26.9	-0.2
O=C(CN(C(=O)CCC(=O)Nc1nccs1)c1cccc(F)c1)NCc1ccccc1	-14.5	5.2	/	3.4	/	-1.1	-9.2	1.1	1.2	-0.1
O=S1(=O)CC(O)C(N=Nc2c(O)n(Cc3ccccc3)c3ccccc23)C1 (centres undefined)	-6.3	-1.2	11.6	1.8	-11.6	-4.9	-6.6	6.6	5.3	-2.6
O=C(C1CCC(CNc2c(N3CCCCC3)c(=O)c2=O)CC1)N1CCN(c2ccccn2)CC1 (centres undefined)	-17.5	-7.1	0.9	-1.1	-0.9	-5.9	-13.8	-2.4	/	0.9
CCOCCCNC(=O)CNC(=S)N(Cc1ccccc1F)C1CCCCC1	-1.4	6.7	13.5	-2.7	-13.4	3.5	-4.3	3.9	-0.3	0.6
CN(CC(=O)Nc1cccc(F)c1)C(=O)CN1c2cccc3cccc(c23)S1(=O)=O	-2.2	-6.1	13.3	-3.7	-13.3	-2.0	-17.5	-2.2	-4.9	0.2
CC(CC(=O)N1CCN(c2ccccc2)CC1)S(=O)(=O)c1ccc2c(c1)NC(=O)CS2 (centres undefined)	-4.1	3.0	6.3	1.5	-6.3	-6.7	-12.3	12.4	1.9	-1.6
Cc1cc(C(=O)Nc2ccc([N+](=O)[O-])cn2)cs1	0.3	1.8	1.6	-0.8	-1.6	-2.3	-10.4	7.6	1.6	-3.0
COc1cccc(N/C(SCc2cccc([N+](=O)[O-])c2)=C(/C#N)C(=O)NCc2cccs2)c1	-30.5	-13.0	1.7	-3.8	-1.7	-2.5	-11.0	-4.1	-2.8	0.4
COCCNC(=O)CN(C(=O)Cn1nnc2ccccc21)c1ccc(C)cc1	-2.7	-10.7	12.0	-0.9	-12.0	-4.0	-18.0	-16.0	-0.9	1.6
Cc1cc2cc(CN(Cc3ccco3)C(=S)NCC3CCCO3)c(=O)[nH]c2cc1C (centres undefined)	-4.2	12.1	18.7	2.3	-18.7	-2.3	-1.4	17.3	2.4	-0.1
O=C(NC1CCS(=O)(=O)C1)/C(=C\c1ccco1)NC(=O)c1ccccc1 (centres undefined)	-3.4	7.2	4.8	3.0	-4.8	3.7	-2.0	0.7	-1.4	1.2
O=C(NC1(C(F)(F)F)NC(=O)N(c2ccccc2)C1=O)c1cccs1 (centres undefined)	3.2	-3.8	-13.0	-1.3	13.0	-3.6	-6.9	-5.8	-3.8	-0.7
CC1=CC(=O)N(c2cccc3c(N4C(=O)C=C(C)C4=O)cccc23)C1=O	-1.1	15.3	13.4	3.2	-13.4	-1.8	3.3	38.2	/	1.0

Outcome played no part in choosing rows; any-hit rate near 2.1%.
